Compound activity deposited in PubChem by several laboratories.
GlmU inhibition = inhibition of mycobacterial GlmU enzyme – biochemical, glucosamine-1-phosphate acetyltransferase (AID 1376) | 0.25% of 220,000 active | inhibition, %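 (tested at 30 µM in the primary screen)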, or IC50 in µM where a hit was titrated | Bifunctional protein GlmU (Mycobacterium tuberculosis (strain ATCC 25618 / H37Rv)) | M. tuberculosis GlmU acetyltransferase enzyme assay; higher % means a stronger effect; in the data active = inhibition above about 13%;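 also: 0% = complete reaction with vehicle and 100% = reaction without substrate; strong numbers were not always called active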
Mtb RmlCD inh = M. tuberculosis RmlC/RmlD coupled enzyme inhibitors, primary screen, biochemical, compound mixtures, 384-well, from 1536-well plates | dTDP-4-dehydrorhamnose reductase (Mycobacterium tuberculosis (strain ATCC 25618 / H37Rv)) … | RmlC+RmlD coupled enzyme assay, percent inhibition; primary screen in compound mixtures | inhibition, % at 3.6 µM | 0.03% of 160,000 active | AID 1533, 2009; in the data active = inhibition mostly above about 34%, no sharp cut-off; also: some results filed as inactive read as strong as hits
Target sequence (P9WH09 whole entry, looked up): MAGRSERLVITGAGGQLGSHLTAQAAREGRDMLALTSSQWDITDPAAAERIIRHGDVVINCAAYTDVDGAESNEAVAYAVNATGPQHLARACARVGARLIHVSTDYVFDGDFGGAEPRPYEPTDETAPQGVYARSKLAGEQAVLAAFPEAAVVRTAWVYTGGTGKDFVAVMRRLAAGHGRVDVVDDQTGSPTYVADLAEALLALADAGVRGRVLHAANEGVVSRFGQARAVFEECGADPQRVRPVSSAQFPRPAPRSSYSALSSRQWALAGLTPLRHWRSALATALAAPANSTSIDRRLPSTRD
Target sequence (P9WH11 whole entry, looked up): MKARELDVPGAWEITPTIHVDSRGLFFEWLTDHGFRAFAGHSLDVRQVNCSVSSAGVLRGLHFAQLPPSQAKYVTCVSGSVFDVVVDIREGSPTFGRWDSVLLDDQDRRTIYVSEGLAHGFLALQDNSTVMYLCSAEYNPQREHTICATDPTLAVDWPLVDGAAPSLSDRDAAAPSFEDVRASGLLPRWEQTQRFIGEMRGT
An asterisk follows results filed as active; nt = not tested or not shown. Only part of the results is shown; the hit share may differ from the screen's.

SMILES | GlmU inhibition | Mtb RmlCD inh
Cc1ccc(NC(=O)c2cc(Cl)ccc2[N+](=O)[O-])cc1C | -4.9% | 8.4
CCCCCCCCCCCCN1[C@@H](CC(C)=O)c2cc(F)cc(F)c2S1(=O)=O | -0.3% | nt
O=C(O)CS(=O)CC(=O)NCc1cccc(C(F)(F)F)c1 (centres undefined) | 3.4% | 4.9
O=C(CSc1nnc(-c2cccnc2)n1Cc1ccccc1)NCc1ccccc1 | 0.8% | nt
CNC(=O)COC(=O)c1ccccc1Oc1ccccc1 | 2.4% | -7.9
NC(=O)CC(NC(=O)Cc1ccc(Cl)cc1)c1ccc(NCc2ccccc2)c([N+](=O)[O-])c1 (centres undefined) | -0.3% | nt
COc1ccc(CC2(CCc3ccncc3)C(=O)NC(=O)NC2=O)c(OC)c1 | -2.5% | 15.4
COc1cc2c(cc1NC(=O)CCCN1C(=O)CCC1=O)oc1ccccc12 | -7.1% | 15.2
CC(=O)NC1(C(F)(F)F)NC(=O)N(c2ccc(F)cc2)C1=O (centres undefined) | -0.3% | 7.1
O=C1N/C(=C/c2cccn2-c2ccc(F)cc2)C(=O)N1Cc1ccccc1F | 4.4% | -4.3
CCC1C(=O)c2ccccc2N(C)C1=O (centres undefined) | 2.0% | nt
O=C(N/N=C/c1cccc(O)c1)c1ccc(NC(=O)c2cccc([N+](=O)[O-])c2)cc1 | 0.7% | 6.9
COc1ccccc1Cn1c(C)nnc1-c1cnn(C)c1N | -5.4% | -5.4
COc1cccc(C(=O)COc2ccccc2-c2ccccc2)c1 | -1.2% | 7.1
CC(NCC(=O)Nc1cc(S(=O)(=O)N2CCCCCC2)ccc1Cl)c1ccccc1 (centres undefined) | 0.9% | 56.7
O=c1c2[nH]c3ccc(F)cc3c2ncn1Cc1ccncc1 | -3.3% | 24.0
CCOC(=O)C1CC(c2ccc(Cl)cc2)=NNC1=O (centres undefined) | -2.7% | 7.6
CCCC1(C(=O)O)NC(c2ccccc2O)C2C(=O)N(Cc3ccccc3)C(=O)C21 (centres undefined) | 2.9% | -4.6
O=C(CNC(=O)c1ccco1)OCc1ccc(C(=O)c2ccccc2)cc1 | -6.9% | -11.4
CCOC(=O)c1ccc(N2C(=O)C(O)=C(C(C)=O)C2c2ccc(O)c(OC)c2)cc1 (centres undefined) | -1.2% | -2.3
O=C(CCCn1c(=O)oc2ccccc21)N1CCc2ccccc2C1 | -0.5% | 20.5
CC1(C)CC(CC(=O)Nc2ccc([N+](=O)[O-])cc2)C(=O)O1 (centres undefined) | -3.6% | nt
CC(=O)Nc1ccc(NC(=O)COC(=O)c2ccco2)cc1 | -7.4% | 4.3
CCOc1ccccc1N(C(=O)CNC(=O)c1ccco1)C(C(=O)NC1CCCC1)c1cccnc1 (centres undefined) | -0.5% | nt
CCc1ccc(CCC(=O)Nc2ccc(C(C)=O)cc2)o1 | -3.5% | 5.4
N=c1sccn1CC(=O)NC(c1ccccc1)c1ccccc1 | -4.6% | 8.3
O=[N+]([O-])c1cccc(/C=N/n2cnnc2)c1O | -3.4% | -1.7
O=[N+]([O-])c1ccc(OC/C=C2\Oc3ccc([N+](=O)[O-])cc3C2N2CCOCC2)cc1 (centres undefined) | 1.9% | 9.6
CCCCNS(=O)(=O)c1ccc2nc(SCC(N)=O)[nH]c2c1 | 0.1% | 2.1
COc1ccc(C(C(=O)NC2CCCC2)N2CCc3ccccc32)cc1 (centres undefined) | 2.3% | nt
C/C(=N\NC(=O)c1ccc(=O)[nH]n1)c1cccnc1 | -1.3% | -5.9
COc1cc(/C=N/NC(=O)c2ccc(CSc3nc4ccccc4[nH]3)cc2)ccc1O | 2.7% | 3.1
COc1ccccc1Oc1ccc(S(=O)(=O)N2CCCC2)cc1 | 0.8% | -12.9
CS(=O)(=O)N1CCc2cc(C(=O)O)ccc21 | -2.1% | 10.5
O=C(C[n+]1ccn(CCCNP2(=O)C=C(c3ccccc3)OC(c3ccccc3)=C2)c1)c1cccs1 | -6.9% | -4.5
C#CCNC(=O)C1=C[C@H](c2ccc3c(c2)OCO3)[C@@H](CCCO)[C@H](OCC)O1 | 4.6% | nt
CC1=CS/C(=C(/C#N)C(=O)N2CCCCC2)N1c1ccccc1 | -1.7% | nt
O=C(NC1(C(F)(F)F)C(=O)Nc2c1c(=O)[nH]c(=O)n2-c1ccccc1)c1ccncc1 (centres undefined) | 0.9% | nt
COc1ccc(NC(=S)NN2C(C)CCCC2C)cc1 (centres undefined) | 0.6% | -3.6
COc1ccc(OC)c(NC(=O)CSc2nnc3ccc(-c4ccncc4)nn23)c1 | -2.0% | -9.8
C=CCn1c(N2CCCCCC2)nc2c1c(=O)n(C)c(=O)n2C | -2.4% | nt
CN1CCN(C(=O)c2cc3c(C(F)(F)F)nn(C)c3s2)CC1 | -2.1% | 56.3
O=[N+]([O-])c1ccccc1S(=O)(=O)NCc1ccco1 | 7.1% | 4.0
COc1ccc(S(=O)(=O)NN(C)C)cc1N(C)S(=O)(=O)c1ccc(Cl)cc1 | 1.7% | nt
O=C(Cc1ccc(F)cc1)Nc1nnc(SCC(=O)N2CCCCC2)s1 | 1.3% | -13.3
OC(CNCC1CCCO1)COc1ccc(OCC(O)CNCC2CCCO2)cc1 (centres undefined) | -1.3% | nt
NC(=O)c1sc2nc3c(c(-c4cccs4)c2c1N)CCCCC3 | 1.0% | 0.9
Cc1ccc(N2C(=O)[C@@H]3[C@H](C2=O)[C@H]2C=CC=NN2[C@@H]3C(=O)Nc2ccccc2)cc1 | 1.4% | 5.6
CCOC(=O)c1sc(NS(=O)(=O)c2ccc(C)cc2)nc1C | 0.5% | 5.5
CCOc1ccc(OCC)c(NC(=O)CN2CCC(NC(=O)c3cccc(F)c3)CC2)c1 | 0.1% | -7.7
CCOC(=O)c1cc(/C(C)=N/OC(=O)c2ccc(Cl)cc2)on1 | 0.5% | -4.9
CCOc1cccc(N(C(=O)Cc2cccs2)C(C(=O)NC2CCCCC2)c2cccn2C)c1 (centres undefined) | -2.9% | nt
O=C(Cc1ccc(Cl)cc1)NCCS(=O)c1ccc(Cl)cc1 (centres undefined) | 2.7% | nt
CC(=O)OCC1=C(C(=O)O)N2C(=O)C(NC(=O)c3ccc(COc4ccc(Cl)cc4)o3)C2SC1 (centres undefined) | -2.7% | nt
CCC(CC)C(=O)N1CC(=O)Nc2ccc(Br)cc2C1c1ccccc1 (centres undefined) | 4.7% | 4.6
CN(C)c1ccc(/C=N/NC(=O)c2ccn(C)n2)cc1 | 1.4% | -6.4
COc1ccc(S(=O)(=O)NCC2CCCN(C(=O)c3ccccc3)C2)cc1 (centres undefined) | 1.7% | -8.9
N#Cc1c(N)nc2c(c1N)CC(CCl)O2 (centres undefined) | -1.3% | nt
COc1cc(N2CCOCC2)ncn1 | -0.4% | 4.7
CC(=O)c1ccc(NC2c3ncccc3C(=O)N2Cc2ccc(F)cc2)cc1 (centres undefined) | 0.0% | 8.8

Next section:
SMILES | GlmU inhibition | Mtb RmlCD inh
CC(C)c1cccc(C(C)C)c1NC(=O)COC(=O)c1ccc(OCC(=O)Nc2cccc(C(F)(F)F)c2)cc1 | -8.0% | 15.2
COc1ccc(NC(=O)CSc2nnc(CCC(=O)Nc3ccc(C)c(Cl)c3)n2C)cc1 | 9.3% | -9.6
CC1=C(C(=O)OCc2ccccc2)C(c2ccc(C#N)cc2)NC(=O)N1CCCC(=O)O (centres undefined) | 0.8% | nt
Cn1cccc1Cc1nnc(SCC(=O)NCc2ccco2)n1CCc1ccccc1 | -0.1% | 10.9
CSC1=C(C#N)C(c2sccc2C)CC(=O)N1 (centres undefined) | 0.9% | -9.4
O=C1CC(c2ccco2)CC(O)=C1C=NCC1CCNCC1 (centres undefined) | -0.4% | nt
COC(=O)[C@@H]1C[C@]2(C(=O)O)c3ccccc3N(OOSc3ccccc3)[C@@H]2N1C(=O)OC | 2.9% | nt
C/C(CC(=O)NC(C)(C)C)=N\NC(=O)c1ccco1 | 3.5% | nt
COC(=O)c1cc(NC(=O)Cc2cc(OC)c(OC)c(OC)c2)cc(C(=O)OC)c1 | 8.0% | 9.4
COc1ccc(C(C)(C)C)cc1NC(=O)COC(=O)C(C)C | 1.0% | -9.5
COc1ccccc1N1C(=S)N=C(Nc2c(C)cccc2C)C12CCCC2 | 0.8% | 8.5
O=C(O)C1Sc2[nH]c(=O)sc2C2c3cc(Br)ccc3OC(=O)C12 (centres undefined) | 2.1% | 24.4
CCCCN(C(=S)NC(=O)c1ccccc1)c1c(N)n(Cc2ccccc2)c(=O)[nH]c1=O | -1.0% | -8.0
Cc1cc(=O)n2nc(N3CCCC3C(=O)NCCCN3CC(C)CC(C)C3)sc2n1 (centres undefined) | -1.0% | -2.8
CC12CN(NC(=O)c3ccccc3F)C3(C#N)CC1CCC23C (centres undefined) | -4.3% | -0.3
O=C(NCCCn1ccnc1)C(=O)NCC1OCCCN1S(=O)(=O)c1ccc(F)cc1 (centres undefined) | 1.2% | 17.7
CCN(CC)c1ccc(NC(=O)c2cc(OC)cc(OC)c2)c(C)c1 | nt | 8.2
CC1CCN(C(=O)CN(c2ccc(Cl)c(C(F)(F)F)c2)S(C)(=O)=O)CC1 | -1.3% | 0.6
CC(=O)OCCNc1cc(N2CCN(C)CC2)c2noc3c2c1C(=O)c1ccccc1-3 | 6.2% | 2.5
COc1ccccc1/C=C/CN1CCCC(CCC(=O)NCc2ccccc2F)C1 (centres undefined) | -3.2% | -1.9
CC(C)(C)CC(C)(C)NC(=S)NC1CCN(Cc2ccccc2)CC1 | -0.5% | 2.2
CN1C(=O)NC(NS(=O)(=O)c2ccc(N)cc2)(C(F)(F)F)C1=O (centres undefined) | -0.3% | 45.4
CCOC(=O)C1=C(O)C(Nc2nccs2)(C(F)(F)F)N=C1C (centres undefined) | nt | -4.2
COC(=O)c1ccc(/C=C/C(=O)O)cc1 | -4.3% | 8.9
CCCCn1c(=O)c(-c2ccccc2)c(O)c2ccccc21 | 4.4% | nt
Cc1ccccc1CS(=O)(=O)c1nnc([C@H](Cc2ccccc2)NC(=O)OC(C)(C)C)o1 | 3.4% | nt
CCCCC(CC)CNS(=O)(=O)c1ccc2c(c1)CCN2C(=O)CCC(=O)O (centres undefined) | 0.2% | 7.4
COc1ccc(-c2csc(NC(=O)CCn3cnc4ccccc4c3=O)n2)cc1OC | 0.3% | nt
COc1cc(/C=C/C(=O)Nc2nnc(C(C)(C)C)s2)cc(OC)c1OC | 0.1% | 6.5
COc1cc(S(=O)(=O)N2CCN3CCCC3C2)ccc1-n1cnnn1 (centres undefined) | -1.9% | 0.7
O=C(COC(=O)c1ccc(S(=O)(=O)NCc2ccco2)cc1)NCCC1=CCCCC1 | 3.6% | nt
COc1cccc(N2C(=O)N(c3ccccc3)C3CS(=O)(=O)CC32)c1 (centres undefined) | 8.4% | nt
COc1ccc(CNC(=O)C2Cc3ccccc3CN2C(=O)c2ccco2)cc1 (centres undefined) | 15.9% | nt
CC(C)(C)OC(=O)N1CCC(c2cc(=O)n3[nH]cc(C(=O)Nc4ccc(F)c(Cl)c4)c3n2)CC1 | 5.2% | -2.9
CS(=O)(=O)N(CC(=O)NCCC1=CCCCC1)c1cccc([N+](=O)[O-])c1 | 0.6% | 3.9
O=C(CSc1nc2ccccc2[nH]1)N1CCN(c2ccc(F)cc2)CC1 | -1.2% | 10.0
COc1cc(/C=N/Nc2ccccn2)ccc1OCC(C)C | 0.8% | 44.3
CC(C)CCC(C)NC(=O)c1ccc2nccnc2c1 (centres undefined) | 3.4% | -0.2
O=C(NCc1ccc2c(c1)OCO2)C1CCCN1C(=O)Nc1cccc(F)c1 (centres undefined) | -2.7% | -10.8
Cc1ccn2c(NC3CCCC3)c(-c3ccsc3)nc2c1 | 1.0% | -8.5
CC(C)NC(=O)Cn1cc(C#N)c2cc(Br)ccc21 | 3.7% | 0.9
ON(Cc1c(F)cccc1Cl)Cc1c(F)cccc1Cl | -0.4% | -1.8
CCOc1cccc(NC(=O)Cn2nc(-c3ccc4c(c3)OCCO4)ccc2=O)c1 | -1.5% | nt
O=c1ncn(-c2ccccc2F)c2ncccc12 | 0.0% | -2.4
CN(C)S(=O)(=O)N1CCN(c2ccc(Cl)cc2)CC1 | 0.4% | 19.7

Entries above that have a furan ring, fused or not, in the order listed:
SMILES | GlmU inhibition | Mtb RmlCD inh
COc1cc2c(cc1NC(=O)CCCN1C(=O)CCC1=O)oc1ccccc12 | -7.1% | 15.2
O=C(CNC(=O)c1ccco1)OCc1ccc(C(=O)c2ccccc2)cc1 | -6.9% | -11.4
CC(=O)Nc1ccc(NC(=O)COC(=O)c2ccco2)cc1 | -7.4% | 4.3
CCOc1ccccc1N(C(=O)CNC(=O)c1ccco1)C(C(=O)NC1CCCC1)c1cccnc1 (centres undefined) | -0.5% | nt
CCc1ccc(CCC(=O)Nc2ccc(C(C)=O)cc2)o1 | -3.5% | 5.4
O=[N+]([O-])c1ccccc1S(=O)(=O)NCc1ccco1 | 7.1% | 4.0
CC(=O)OCC1=C(C(=O)O)N2C(=O)C(NC(=O)c3ccc(COc4ccc(Cl)cc4)o3)C2SC1 (centres undefined) | -2.7% | nt
Cn1cccc1Cc1nnc(SCC(=O)NCc2ccco2)n1CCc1ccccc1 | -0.1% | 10.9
O=C1CC(c2ccco2)CC(O)=C1C=NCC1CCNCC1 (centres undefined) | -0.4% | nt
C/C(CC(=O)NC(C)(C)C)=N\NC(=O)c1ccco1 | 3.5% | nt
O=C(COC(=O)c1ccc(S(=O)(=O)NCc2ccco2)cc1)NCCC1=CCCCC1 | 3.6% | nt
COc1ccc(CNC(=O)C2Cc3ccccc3CN2C(=O)c2ccco2)cc1 (centres undefined) | 15.9% | nt
